TrxR1 substrate – rat thioredoxin reductase 1 substrate activity. O89049. purified TrxR1 substrate turnover, NADPH consumption readout. Potency, µM (top dose mostly 114 µM), for the others: top-dose activity change, negative = substrate turnover. hit rate 0.01% among 390,000; also: potency is read from the fitted curve at half-maximal effect; % is scaled to controls: 0 for no effect and ±100 for the full control effect; nearly all actives have a fitted effect of over 50% in size
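Rat TrxR1, dispensed at 90 nM, was prereduced with 400 uM NADPH (final) for 5 min at ~22 deg C, then incubated with compound 15 min before 400 uM selenite. A first-read NADPH fluorescence drop versus no-compound background flagged substrates.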
LDHA block – inhibitors of human lactate dehydrogenase A. hit rate 0.15% among 480,000. activity change, % (values are at about 110 or 230 µM). purified LDHA, NADH/diaphorase-resazurin fluorescence; hits give low values. P00338; in the data active = activity change below about -30%; inconclusive = mostly about -25% to -30%;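 also: plate controls were DMSO wells for no effect and wells without enzyme for full effect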
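Human LDH5 at 2 nM final in Tris HCl pH 7.4 with 0.06 mM NADH and 0.2 mM pyruvate, reacted 5 minutes at room temperature. Remaining NADH coupled via diaphorase/resazurin; resorufin fluorescence read at 0 and 20 minutes, normalized to enzyme-free and DMSO wells.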
USP1-UAF1 inh – blocks the human USP1/UAF1 deubiquitinase complex. hit rate 0.23% among 390,000. Potency, µM (highest dose often 57.1 µM), for inactives: top-dose activity change, negative = inhibition, most hits filed as inhibitors. recombinant USP1/UAF1, Ub-Rhodamine cleavage fluorescence. AID 743255. O94782; also: potency is read from the fitted curve at half-maximal effect; % is scaled to controls: 0 for no effect and ±100 for the full control effect; nearly all actives have a fitted effect of over 60% in size; inactives centre near -12
Target sequence (O94782 whole entry, looked up): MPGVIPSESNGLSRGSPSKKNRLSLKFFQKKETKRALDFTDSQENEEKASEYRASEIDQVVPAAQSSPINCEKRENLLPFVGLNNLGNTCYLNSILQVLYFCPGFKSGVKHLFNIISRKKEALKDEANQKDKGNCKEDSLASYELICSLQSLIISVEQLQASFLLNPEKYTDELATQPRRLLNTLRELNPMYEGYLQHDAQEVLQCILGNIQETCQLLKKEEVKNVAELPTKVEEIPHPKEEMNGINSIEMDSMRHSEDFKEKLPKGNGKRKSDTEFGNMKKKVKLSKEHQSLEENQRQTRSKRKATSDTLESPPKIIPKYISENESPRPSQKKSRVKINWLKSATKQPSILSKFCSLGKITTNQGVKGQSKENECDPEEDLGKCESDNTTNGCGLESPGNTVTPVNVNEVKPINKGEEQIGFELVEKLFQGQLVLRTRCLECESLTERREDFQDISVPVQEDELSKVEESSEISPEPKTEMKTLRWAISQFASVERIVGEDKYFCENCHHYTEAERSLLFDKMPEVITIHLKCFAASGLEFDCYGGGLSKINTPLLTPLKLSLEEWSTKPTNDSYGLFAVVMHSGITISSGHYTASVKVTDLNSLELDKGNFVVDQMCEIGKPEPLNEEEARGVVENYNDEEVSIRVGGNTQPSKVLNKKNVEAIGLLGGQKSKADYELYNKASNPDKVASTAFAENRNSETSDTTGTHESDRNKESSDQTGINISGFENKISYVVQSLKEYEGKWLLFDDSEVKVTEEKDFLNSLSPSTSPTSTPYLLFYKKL
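High-throughput fluorogenic screen: 1nM USP1/UAF1 complex, Ub-Rho substrate 150nM final, 50mM HEPES pH 7.8 with 0.5mM EDTA, 0.1 mg/ml BSA, 1mM TCEP and 0.01% Tween-20.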
GRP78 ERSR act – ER stress response induction in glioma; U87-MG GRP78 promoter luciferase reporter, 16 h; hit rate 0.02% among 420,000; AID 602332; Potency, µM, inactives show at the highest dose activation, most hits filed as activators; also: potency is read from the fitted curve at half-maximal effect; series mostly up to about 76 µM; % of control where 0% means no effect; nearly all actives have a fitted effect of over 35% in size
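Stably transfected U87-MG glioma cells carrying a GRP78-based luciferase sensor; 16 h compound incubation. Luminescence end-point read 10 min after Bright-Glo addition at room temperature.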
mIDH1 inhibitor – inhibitors of human mutant IDH1 R132H. O75874. hit rate 0.093% among 390,000. IDH1-R132H enzyme, NADPH consumption, diaphorase/resazurin fluorescence. Potency, µM (top dose mostly 76.6 µM), inactives show top-dose activity change, negative = inhibition, usual class: inhibitors. AID 602179; also: potency is read from the fitted curve at half-maximal effect; % is scaled to controls: 0 for no effect and ±100 for the full control effect; nearly all actives have a fitted effect of over 65% in size
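IDH1-R132H (0.5 ug/mL) preincubated 30 min with compound, then NADPH (0.016 mM) and alpha-KG (2 mM) added; 80 min at RT, pH 7.5. Remaining NADPH coupled via diaphorase/resazurin to fluorescence (540/590 nm); concentration-response curves normalized to no-enzyme control.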
RGS4 inh – blocks human RGS4-accelerated GTP hydrolysis | P49798 | Transcreener GDP fluorescence polarization, RGS4-accelerated GTP hydrolysis | Potency, µM (series often up to 114 µM), without a hit: at the top dose activity change, negative = inhibition, actives largely listed as inhibitors | hit rate 0.039% among 390,000 | AID 504845; also: potency is read from the fitted curve at half-maximal effect; % is scaled to controls: 0 for no effect and ±100 for the full control effect; nearly all actives have a fitted effect of over 75% in size; some results filed as inactive show a strong effect at the top dose
Target sequence (P49798 whole entry, looked up): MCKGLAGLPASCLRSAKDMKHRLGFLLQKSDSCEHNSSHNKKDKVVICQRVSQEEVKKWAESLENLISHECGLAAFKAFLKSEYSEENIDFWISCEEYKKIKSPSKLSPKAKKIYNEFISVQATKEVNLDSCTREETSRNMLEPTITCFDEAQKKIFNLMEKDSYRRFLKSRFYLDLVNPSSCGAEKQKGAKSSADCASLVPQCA
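MLSMR compounds (23 nl, pin-transferred) preincubated 10 min at room temperature with a 500nM (2x) first reagent, then RGS4 at 900nM (2x) plus Transcreener GDP mix added; fluorescence polarization (620/688 nm) read before and after 90 min at 30 °C.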
Vif-A3G inh – inhibitors of Vif-APOBEC3G interaction; Q9HC16; HeLa A3G-eYFP + Vif (tagged APOBEC3G with the HIV-1 protein that degrades it), YFP fluorescence, overnight; Potency, µM (doses to about 46.1 µM), for the others: at the highest dose activity, negative = active, most hits filed as inhibitors; hit rate 0.076% among 410,000;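 also: potency is read from the fitted curve at half-maximal effect; % is scaled to controls: 0 for no effect and ±100 for the full control effect; nearly all actives have a fitted effect of over 60% in size; hits raise eYFP signal because A3G escapes Vif-driven loss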
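HeLa cells stably expressing Vif and C-terminally eYFP-tagged A3G, seeded overnight at 37 deg C, then exposed to compound by pintool overnight at 37 deg C. Rise in yellow fluorescence (Ex 488/Em 500-530, Acumen) marks blocked Vif-driven A3G degradation.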
rTrxR1 inhibitor – inhibitors of rat thioredoxin reductase 1 | recombinant rTrxR1, NADPH fluorescence consumption, selenite substrate | Potency, µM (top dose mostly 114 µM), without a hit: at the highest dose activity change, negative = inhibition, hits mostly inhibitors | hit rate 1% among 390,000 | AID 588453; also: potency is read from the fitted curve at half-maximal effect; % is scaled to controls: 0 for no effect and ±100 for the full control effect; nearly all actives have a fitted effect of over 65% in size
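Rat TrxR1 (90 nM in the dispensed reagent) was pre-reduced with 400 uM NADPH for 5 min at room temperature, then incubated with compound for 15 min. After 400 uM selenite was added, NADPH fluorescence (Ex 340/Em 450 nm) was followed for 8 min.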
Vif-A3F inh – inhibitors of Vif-A3F interaction; Potency, µM (highest dose often 46.1 µM), for the others: at the top dose activity, negative = active; HeLa A3F-eYFP + Vif (tagged APOBEC3F with the HIV-1 protein that degrades it), YFP fluorescence increase; hit rate 0.2% among 390,000; AID 602313; also: potency is read from the fitted curve at half-maximal effect; % of control where 0% means no effect; nearly all actives have a fitted effect of over 65% in size
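HeLa cells stably expressing Vif plus C-terminally eYFP-tagged A3F were seeded, incubated overnight at 37 deg C, dosed with compound, incubated overnight again at 37 deg C. Yellow fluorescence (Ex 488/Em 500-530) reported blocked Vif-mediated A3F-eYFP degradation.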
Starred values were filed as active, the others as inactive; u = inconclusive; x = not tested or not shown; & = joins results of further samples; [ ] = another dose, or the depositor's remark. Unless noted, calls follow the shape of the dose curve; as a rule, active = well fitted curve in the direction sought with a large enough effect; inconclusive = small, poorly fitted or top-dose-only effect, or another doubt; inactive = no such curve, though single readings can be large; an effect the other way counts as inactive or inconclusive. A portion of the library; count on the stated rates, not on these rows.

Compound	TrxR1 substrate	LDHA block	USP1-UAF1 inh	GRP78 ERSR act	mIDH1 inhibitor	RGS4 inh	Vif-A3G inh	rTrxR1 inhibitor	Vif-A3F inh
O=C(NC1CCCC1)C(c1ccncc1)N(CCCN1CCOCC1)C(=O)c1ccc(-c2ccccc2)[nH]1 (stereo not drawn)	5%[57.1 µM]	-4	-13%	-4%	-2%	16%	-4%	15%[57.1 µM]	-1%
COc1ccc(CCNC(=O)c2ccc3c(c2)CCN3S(=O)(=O)c2ccccc2)cc1	-1%	4	-7%	0%	20%	-11%	1%	7%	5%
CC(C)Nc1ccccc1	5%	-6	-15%	-3%	5%	3%	1%	20%	-4%
CC1CCN(c2ccc(C(=O)OCC(=O)NCCN3C(=O)CSC3=O)cc2[N+](=O)[O-])CC1	2%[57.1 µM]	-3	u	-2%	20%	-8%	3%	2%[57.1 µM]	15%
COc1ccc(NS(=O)(=O)c2ccc(Cl)c(C(=O)O)c2)cc1S(=O)(=O)N1CCCCC1	1%	0	-13%	0%	11%	-43%[56.9 µM]	9%	15%	-6%
O=c1c2cnn(-c3ccc(Cl)cc3)c2ncn1Cc1ccc(Cl)cc1Cl	-3%	-9	-13%	0%	-14%	23%	6%	4%	8%
CC1(C)NC(=O)N(CC(=O)OCC(=O)Nc2cccc(S(N)(=O)=O)c2)C1=O	4%	1	-19%	-2%	3%	-19%	-2%	20%	-10%
COc1ccc([C@H]2[C@H](C(=O)OC(C)(C)C)N3N=Cc4ccccc4C3C23C(=O)c2ccccc2C3=O)c(OC)c1 (stereo partly drawn)	-7%	13	-20%	-1%	0%	-44%	-2%	-35%	5%
NC1=NC(=O)/C(=C/c2cc(Br)c(O)c(Br)c2)S1	-9%	-11	-14%	-5%	-1%	-19%	-28%	-2%	u
Cc1nc(C(=O)NNC(=O)Nc2ccccc2)cs1	5%[57.1 µM]	-2	9%	-4%	-1%	-6%	-2%	-7%[57.1 µM]	6%
Cc1cc(C)n(-c2ccc(C(=O)N3CCN(S(=O)(=O)c4ccc(Br)cc4Cl)CC3)cc2)n1	x	-7	-3%	-1%	4%	x	0%	x	-3%
CCn1c(C)[n+](CCOCC[n+]2c(C)n(CC)c3cc(Cl)c(Cl)cc32)c2cc(Cl)c(Cl)cc21	7%	-43*	-13%	-4%	0%	-15%	-3%	9%	-1%
COc1ccc(-c2[nH]c(-c3cccc(OC)c3)nc2SCC(=O)NCc2ccco2)cc1	23%	0	-17%	-3%	12%	-14%	-7%	12%	0%
Cc1ccc(C)c(C2NC(=O)c3ccccc3N2)c1 (stereo not drawn)	85%[activator][57.1 µM]	-1	-14%	-2%	7%	-14%	u	14%[57.1 µM]	-7%
Cc1cc(C)c(NC(=O)CCS(=O)(=O)c2cc3c(cc2Cl)NC(=O)CO3)c(C)c1	4%	-1	-22%	-3%	1%	-27%	1%	31%	-2%
CN(C)c1ccc(NC(=O)CSc2nc3ccccc3c(=O)n2C2CCCCC2)cc1	7%	2	-18%	0%	-1%	-46%	-12%	13%	8%
O=S(=O)(c1ccc2[nH]c3c(c2c1)CCCC3)N1CCN(c2cccc(C(F)(F)F)c2)CC1	2%	3	-20%	-2%	-4%	5%	2%	16%	-15%
O=C(Cc1ccccc1)Nn1cnc2ccccc21	5%	-1	-19%	-2%	1%	8%	3%	10%	-6%
Cc1ccc(S(=O)(=O)NCCC(=O)NCC(=O)Nc2c(C)cccc2C)cc1C	-3%	-13	-11%	-3%	-5%	-21%	-1%	3%	9%
COc1ccc(OC)c(NC(=O)C(CCSC)NS(=O)(=O)c2cccs2)c1 (stereo not drawn)	0%[57.1 µM]	-7&-2	-6%&-6%	1%&-4%	-2%&-5%	-7%&-2%	-1%&-3%	5%[57.1 µM]	0%&1%
Cc1ccccc1CS(=O)(=O)c1ncc(Cl)c(C(=O)Nc2nnc(C(C)C)s2)n1	2%	2	-25%	-10%	-1%	-22%	-28%	7.1µM*	7%
Cc1cc2cccc(C)c2nc1SCC(=O)NNC(=O)c1ccco1	6%[57.1 µM]	-8	-11%	1%	-7%	7%	-2%	5%[57.1 µM]	-13%
CCOc1ccc(C(=O)NCC(=O)N2CCN(c3ccc(C(F)(F)F)cn3)CC2)cc1	4%	-15	-23%	2%	-2%	12%	-2%	24%	-4%
Cc1ccc(S(=O)(=O)Nc2ccc3c(c2)C(=O)N([C@@H](C)CO)C[C@@H](C)[C@@H](CN(C)CC2CC2)OCCCC[C@@H](C)O3)cc1	x	-1	-28%	-2%	-5%	x	2%	x	0%
CCCNC(=O)CCc1c(C)nc2c(c(C)nn2-c2ccc(C)cc2)c1C	61%[activator]	1	-19%	-5%	4%	-12%	-2%	24%	-1%
CCC(C)C1C(C#N)=C(N)Oc2n[nH]c(C)c21 (stereo not drawn)	3%	-3	-24%	-6%	12%	8%	-7%	28%	0%
O=C(Nc1ccc(-c2cn3ccsc3n2)cc1)C1CCCC1	4%	-9	-21%	-7%	3%	12%	1%	15%	0%
COCCNC(=S)N/N=C/c1ccc(OCc2ccc(C(=O)OC)cc2)c(OC)c1	-7%	0	3%	-5%	-3%	-19%	0%	-4%	-7%
COc1cccc(C(=O)C2CCCN(Cc3cccc(-n4nc(C)cc4C)c3)C2)c1 (stereo not drawn)	5%	-4	-23%	-4%	5%	25%	-66%	19%	0%
O=C1c2ccccc2[C@@H]2C[C@@H](O)[C@H](Nc3ccccc3)CCN12	-3%	1	-7%	-2%	-9%	-9%	0%	8%	6%
Cc1nnsc1C(=O)Oc1ccc(C(C)C)cc1	-8%	-13	-17%	-2%	31%[activator]	-10%	0%	9%	-5%
CS(=O)(=O)N1CCc2cc(S(=O)(=O)Nc3ccc4c(c3)OCCO4)ccc21	-5%	3	-14%	-3%	2%	3%	0%	-15%	-1%
Cc1ccc(NC(=O)N2CCC(CN3CCCCCC3)CC2)c(Cl)c1	1%	-5	-10%	0%	-5%	-45%	-8%	u	1%
CC(C)N(CC(=O)Nc1ccc(Cl)cc1C(F)(F)F)C(=O)CCl	3%	1	9%	-15%	-3%	-10%	-5%	16µM*	-10%
COCc1nnc(NC(=O)c2cccc(NC(=O)C(C)C)c2)s1	-1%	-7	-23%	1%	21%	-14%	-2%	18%	-14%
O=C(CCN=C1NS(=O)(=O)c2ccccc21)N1CCc2ccccc2C1	8%[57.1 µM]	-7	-9%	-1%	-14%	28%	1%	17%[57.1 µM]	-10%
COc1ccc(/C=N/NC(=O)C(=O)NCc2cccnc2)cc1OC	-17%	2	1%	-1%	-2%	31%	0%	-25%	-1%
Cc1cccc(/C=N/NC(=O)c2ccc(F)cc2)n1	-4%	0	-18%	2%	2%	-46%	-2%	8%	-19%
CS(=O)(=O)Nc1ccc2c(c1)nc1n2CCOC1	-2%	3	-4%	-5%	6%	-8%	-2%	-13%	x
CC(=O)c1cccc(NC(=O)/C(=C\c2ccco2)NC(=O)c2ccco2)c1	-10%	-14	-20%	-4%	1%	-10%	-9%	-21%	-7%
O=C(CCS(=O)(=O)c1cccc2nonc12)NCCc1ccccc1Cl	-5%	4	-6%	-5%	1%	-1%	1%	-23%	-1%
CCCCn1c(-c2cccs2)nc2oc3ccccc3c(=O)c2c1=O	-22%[57.1 µM]	1	0%	-2%	5%	-13%	-3%	3%[57.1 µM]	-11%
COc1ccc(Cl)cc1NC(=O)c1cccc([N+](=O)[O-])c1O	-16%	-1	-5%	-3%	19%	29%	2%	-25%	2%
CCCCn1c(N)c(N(CC(C)C)C(=O)CSCc2c(C)noc2C)c(=O)[nH]c1=O	-8%	-4	-13%	-2%	0%	-4%	2%	-4%	1%
O=C1NC[C@H](Cc2ccccc2)N(CC2CCCCC2)C1=O	8%[57.1 µM]	-2	-14%	-4%	-6%	1%	5%	3%[57.1 µM]	4%
COc1ccc(C2=C(C)C(N3CCC(C(=O)Nc4cc(C)ccc4C)CC3)=NS2(=O)=O)cc1	4%[57.1 µM]	-8	-4%	x	x	-14%	x	12%[57.1 µM]	x
CCN(C(=O)c1cn(CC)c(=O)c2cc(OC)c(OC)cc12)c1ccccc1F	4%[2.29 µM]	-3	-12%	-2%	7%	-12%	-7%	-3%	-4%
O=c1cc(CN2CCN(S(=O)(=O)c3cccc(Cl)c3)CC2)c2ccc(O)cc2o1	142%[activator]	3&9	-18%	-6%	-4%	-18%	0%	-18%	5%
